Screening results (PubChem BioAssay)
Giardia killer: Small Molecules that selectively kill Giardia lamblia: qHTS; actives 0.15% (n = 340,000); Giardia lamblia trophozoite viability; activity change, % at 7.66 µM, hits read low; AID 540267, 2011; in the data active = activity change below about -80%; inconclusive = between about -30% and that limit;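 also: parasites exposed to compound for two days anaerobically before the ATP read; % is scaled to controls: 0 for no effect and ±100 for the full control effect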
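ATP-content bioluminescence gauges trophozoite survival. Cells (100/well) receive compound and incubate anaerobically for 48 hrs at 37 deg C; detection reagent follows for 15-30 min at room temperature.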
Menin-MLL TR inh: qHTS Assay for Inhibitors Targeting the Menin-MLL Interaction in MLL Related Leukemias: Competition With Texas Red Labeled MLL-derived Mutant Peptide | Potency, µM (doses to about 61.6 µM), without a hit: top-dose FP activity change, negative = inhibition, actives largely listed as inhibitors | actives 0.23% (n = 270,000) | AID 1768, 2009 | Menin + Texas Red MLL mutant peptide, fluorescence polarization; active = well fitted inhibition curve with a large enough effect in the polarisation, with a control signal flat, not every such curve was filed as active; inconclusive = small, poorly fitted or top-dose-only effect, or effect the other way, or a change in a side signal; inactive = no such curve, though single readings can be large or run the other way; the % refers to the polarisation; also: potency is read from the fitted curve at half-maximal effect; % of control where 0% means no effect; many of its hits are not listed in these tables
S-ASM inh: Inhibitors of Secretory Acid Sphingomyelinase (S-ASM): qHTS; placental ASM, HMU-PC fluorogenic substrate, 60 min; actives 0.006% (n = 340,000); Potency, µM (doses to about 57.5 µM), for inactives: at the highest dose activity change, negative = inhibition, hits mostly inhibitors; AID 504937, 2011; also: potency is read from the fitted curve at half-maximal effect
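HMU-PC0 cleavage (9 uM final) by human placental ASM, 60 min at 37 °C following 10 min compound exposure at RT; stopped at pH 10, fluorescence Ex 386/Em 447 nm.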
Chronic BCR inh: qHTS Assay to Find Inhibitors of Chronic Active B-Cell Receptor Signaling | Potency, µM (top dose mostly 46.1 µM), for inactives: top-dose ratio change, negative = lower green/red ratio, actives largely listed as inhibitors | ABC-DLBCL IkBa-CBG/CBR reporter, luminescence ratio, 4 h | actives 0.05% (n = 340,000); active = well fitted inhibition curve with a large enough effect in the signal ratio, with a control signal flat, not every such curve was filed as active; inconclusive = small, poorly fitted or top-dose-only effect, or effect the other way, or a change in a side signal; the % refers to the signal ratio;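 also: potency is read from the fitted curve at half-maximal effect; plate controls were basal doxycycline-induced cells for no effect and cells given 10 µM MG132 for full effect; MG132 reads +100%, hits lower the ratio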
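Doxycycline induced both beetle luciferases in TMD8 lymphoma cells; IKK-driven degradation limits the IkappaBalpha-fused green signal, while red luminescence normalises for cell number and nonspecific effects. Compounds tested up to 46 uM, 4 hrs.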
Integrin act MD: qHTS for Activators of Integrin-Mediated Alleviation for Muscular Dystrophy; actives 0.064% (n = 350,000); AID 624291, 2012; alpha7betagal myoblasts, beta-gal FDG fluorescence, 48 h; Potency, µM (titrated, usually from 38.3 µM), inactives show top-dose activation, hits mostly activators;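 also: potency is read from the fitted curve at half-maximal effect; 100% = response of the positive control SU9516; nearly all actives have a fitted effect of over 60% in size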
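alpha7betagal+/- myoblasts (passage 13, 250/well) treated 48 h at 37C with compounds at 1:260 dilution of DMSO stock. Lysed, then beta-galactosidase activity read as FDG fluorescence (ex 480/em 540) after 30 min, with pre-read for autofluorescence.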
FBPA coupling cs: qHTS Assay for Inhibitors of Fructose-1,6-bisphosphate Aldolase from Giardia Lamblia: Coupling assay counterscreen. AID 2472, 2010. activity change, negative = inhibition, % at 58.2 µM, hits read low. coupling enzyme system counterscreen, AmpLite Red fluorescence. actives 0.67% (n = 290,000); in the data active = activity change below about -30%; also: % is scaled to controls: 0 for no effect and ±100 for the full control effect
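First, compound is pin-transferred into glyceraldehyde-3-phosphate coupling-enzyme reagent at 57.5 uM final and held 10 min at RT. Next, substrate, coupling system and AmpLite Red are added. After 20 min RT, fluorescence (525/598 nm) is read.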
B2AR arrestin: qHTS assay of beta-arrestin-biased ligands of beta2-adrenergic receptor | actives 0.02% (n = 330,000) | Potency, µM (highest dose often 46.1 µM), without a hit: at the top dose activation, actives largely listed as activators | AID 492947, 2010 | beta-arrestin recruitment to beta2AR, cell-based reporter;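 also: potency is read from the fitted curve at half-maximal effect; 0% = DMSO controls and full agonism = EC100 isoproterenol or metaproterenol; nearly all actives have a fitted effect of over 65% in size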
Target sequence (P07550 whole entry, looked up): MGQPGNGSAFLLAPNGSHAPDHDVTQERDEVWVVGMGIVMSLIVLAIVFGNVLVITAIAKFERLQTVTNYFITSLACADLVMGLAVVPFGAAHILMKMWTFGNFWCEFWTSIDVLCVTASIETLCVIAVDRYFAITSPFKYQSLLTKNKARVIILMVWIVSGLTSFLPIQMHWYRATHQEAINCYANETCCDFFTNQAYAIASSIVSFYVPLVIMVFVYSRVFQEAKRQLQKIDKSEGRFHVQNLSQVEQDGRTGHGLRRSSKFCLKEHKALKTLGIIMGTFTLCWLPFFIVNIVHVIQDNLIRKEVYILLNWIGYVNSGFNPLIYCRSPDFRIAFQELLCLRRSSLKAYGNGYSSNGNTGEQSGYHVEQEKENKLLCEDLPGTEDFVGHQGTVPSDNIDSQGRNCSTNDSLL
GALK inhibitor: qHTS Assay for Inhibitors of Human Galactokinase (GALK); P51570; actives 0.007% (n = 270,000); Purified GALK, Kinase-Glo residual ATP luminescence; Potency, µM (titrated, usually from 57.5 µM), for the others: top-dose activity change, negative = inhibition, usual class: inhibitors; also: potency is read from the fitted curve at half-maximal effect; % is scaled to controls: 0 for no effect and ±100 for the full control effect
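Human GALK (5 nM) with 35 uM ATP and 100 uM galactose in 20 mM HEPES pH 8.0, 5 mM MgCl2, 60 mM NaCl, 1 mM DTT, 0.01% BSA. After 1 h at room temperature, leftover ATP was read by Kinase-Glo Plus luminescence.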
Tb PFK inh: qHTS Assay to Find Inhibitors of T. brucei phosphofructokinase. ATP-dependent 6-phosphofructokinase (Trypanosoma brucei brucei), O15648. T. brucei PFK, ADP-Glo luminescence. Potency, µM (top dose mostly 57.5 µM), for inactives: top-dose activity, negative = inhibition, actives largely listed as inhibitors. actives 0.17% (n = 330,000). AID 485367, 2010;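 also: potency is read from the fitted curve at half-maximal effect; 0% = uninhibited 1x PFK enzyme wells and -100% = no-enzyme wells; nearly all actives have a fitted effect of over 60% in size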
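In TEA buffer at pH 8.0 with 5 mM MgCl2, enzyme (1.25 nM) converted F6P (0.5 mM) and ATP (0.1 mM) for 45 min at room temperature. ADP product was read by luciferase luminescence.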
PKM2 act: qHTS Assay for Activators of Human Muscle isoform 2 Pyruvate Kinase; actives 0.34% (n = 260,000); purified PKM2, Kinase-Glo ATP luminescence, activation; response scale: 0% is enzyme alone, no compound; Potency, µM (highest dose often 57.5 µM), for the others: at the top dose activation, usual class: activators; Pyruvate kinase PKM (Homo sapiens), P14618; also: potency is read from the fitted curve at half-maximal effect; % is scaled to controls: 0 for no effect and ±100 for the full control effect; nearly all actives have a fitted effect of over 55% in size
Target sequence (P14618 whole entry, looked up, canonical isoform): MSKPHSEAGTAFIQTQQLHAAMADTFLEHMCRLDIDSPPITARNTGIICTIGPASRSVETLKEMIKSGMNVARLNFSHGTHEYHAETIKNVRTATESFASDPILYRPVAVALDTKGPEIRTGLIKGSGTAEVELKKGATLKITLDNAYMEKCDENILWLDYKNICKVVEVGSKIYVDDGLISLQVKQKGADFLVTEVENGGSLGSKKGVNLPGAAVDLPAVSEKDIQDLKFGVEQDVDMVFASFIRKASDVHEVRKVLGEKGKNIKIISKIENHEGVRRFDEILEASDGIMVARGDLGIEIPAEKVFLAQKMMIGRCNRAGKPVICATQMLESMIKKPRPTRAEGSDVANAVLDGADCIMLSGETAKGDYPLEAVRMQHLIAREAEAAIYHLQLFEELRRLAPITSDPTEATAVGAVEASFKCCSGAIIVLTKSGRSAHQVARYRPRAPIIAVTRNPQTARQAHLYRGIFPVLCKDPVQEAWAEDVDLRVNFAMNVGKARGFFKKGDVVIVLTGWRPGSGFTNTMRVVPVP
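ATP formation by purified human PK-M2, quantified via coupled luciferase luminescence after 1 h at room temperature with 0.1 mM ADP and 0.5 mM PEP final.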
PTAP TSG101 blk: qHTS Assay for Iinhibitors of HIV-1 Budding by Blocking the Interaction of PTAP/TSG101; Fluorescence polarization, FITC-PTAP peptide / Tsg101 binding; Potency, µM (doses to about 115 µM), for inactives: at the highest dose activity change, negative = inhibition, actives largely listed as inhibitors; 340,000 tested, under 10 active; active = well fitted inhibition curve with a large enough effect in the main read-out, with a control signal flat, not every such curve was filed as active; inconclusive = small, poorly fitted or top-dose-only effect, or effect the other way, or a change in a side signal; inactive = no such curve, though single readings can be large or run the other way; also: potency is read from the fitted curve at half-maximal effect; % of control where 0% means no effect
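Fluorescence anisotropy tracks displacement of a FITC-tagged PTAP peptide (50 nM) from the Tsg101 binding domain (10 uM), following a 20 min room-temperature incubation at pH 7.5.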
An asterisk follows results filed as active; u = inconclusive; x = not tested or not shown; [ ] = remark or other dose. Unless noted, calls follow the shape of the dose curve; as a rule, active = well fitted curve in the direction sought with a large enough effect; inconclusive = small, poorly fitted or top-dose-only effect, or another doubt; inactive = no such curve, though single readings can be large; an effect the other way counts as inactive or inconclusive. This is a subset; rates above refer to the full screens.

SMILES | Giardia killer | Menin-MLL TR inh | S-ASM inh | Chronic BCR inh | Integrin act MD | FBPA coupling cs | B2AR arrestin | GALK inhibitor | Tb PFK inh | PKM2 act | PTAP TSG101 blk
O=C(COC(=O)c1cc(Br)ccc1Cl)NC(=O)NCc1ccccc1 | 10 | -1% | 1% | 1% | -8% | 0 | -0.7% | 1% | 0% | -1% | 0%
CC(=O)c1cccc(NC(=O)C(C)OC(=O)CCc2nc3ccccc3c(=O)[nH]2)c1 (stereo unspecified) | -22 | x | 0% | 2% | 28% | x | 0.3% | x | -10% | x | 0%
CN1C(=O)N(C)C2(c3ccccc3)Nn3c(s/c(=C/c4ccccc4F)c3=O)=NC12c1ccccc1 (stereo unspecified) | x | x | x | -7% | x | 2 | -0.2% | 0% | -6% | -7% | x
COc1ccccc1N(CC(=O)NC1CCCCC1)C(=O)CCC(=O)Nc1nccs1 | 8 | -15% | -2% | u | -27% | -1 | -0.3% | -4% | 1% | x | 1%
CCOC(=O)C(C)Sc1cc(CS(=O)(=O)c2ccccc2)nc(-c2ccccc2)n1 (stereo unspecified) | 5 | 11% | -4% | 10% | 1% | -7 | -0.1% | 0% | -1% | -5% | -1%
O=S(=O)(C=C(c1ccccc1)c1ccccc1)c1ccccc1 | -24 | 11% | -5% | 0% | -26% | x | 3.5% | -1% | -3% | -5% | -3%
Cc1c([N+](=O)[O-])cc(C(=O)Nc2ccc(NC(=O)c3ccco3)cc2)cc1[N+](=O)[O-] | -15 | u | -2% | 10% | 34% | 1 | -0.3% | 1% | 2% | 10% | -2%
Cc1ccc(CC(CC(=O)Nc2cccc(C(F)(F)F)c2)C(=O)O)cc1 (stereo unspecified) | -1 | 22% | -1% | -2% | 10% | -6 | -0.4% | -1% | -3% | 8% | -1%
Cc1c(C(=O)N2CCCC2)sc(NC(=O)c2ccco2)c1C#N | 36[activator] | 0% | 0% | u | -9% | 0 | 0.1% | 0% | -4% | -9% | -5%
C=CCNC(=O)NC(=O)COC(=O)c1cccnc1SC | -25 | 2% | -2% | u | -1% | -1 | -0.4% | -1% | -1% | -6% | -4%
O=C(NCc1ccc2c(c1)OCO2)C12CC3CC(CC(C3)C1)C2 | -9 | x | -2% | 9% | -6% | 4 | 0.0% | 1% | 0% | 6% | -6%
C#CCOCCOCCOCCNc1nc(N2CCN(C(=O)CCCCCCCCCCNC(=O)[C@H]([C@@H](C)CC)n3cc(CCCCN=C(N)N)nn3)CC2)nc(N2CCN(C(=O)CCCCCCCCCCNC(=O)[C@@H]([C@H](C)O)n3cc(C)nn3)CC2)n1 | 6 | x | -27% | u | -28% | x | 0.0% | x | -12% | x | x
Cc1ccc(C2=Nc3ccccc3N=C(c3ccc([N+](=O)[O-])cc3)C2)c(O)c1 | -16 | -17% | -1% | u | 1% | 2 | 0.2% | x | -1% | 6% | 1%
O=C(O)c1ccc2cccc(Cl)c2c1O | -20 | u | 31% | u | 20% | 1 | 0.2% | -6% | 8% | -21% | -8%
CCN(CC)C(=O)Oc1ccc(Cl)c2ccccc12 | 4 | -21% | 0% | u | 13% | 1 | -1.0% | 2% | 0% | 6% | -3%
CSCCC(NC(=O)c1ccccc1)C(=O)Nc1ccncc1 (stereo unspecified) | -2 | x | 3% | -9% | 9% | x | -0.2% | x | 11% | x | -9%
O=C(COC(=O)c1ccccc1Cl)NC(=O)NCc1ccccc1 | -3 | -1% | -1% | -13% | 31% | -5 | 0.1% | 3% | 0% | -20% | -2%
CCOCCCn1c(SCC(=O)N2CCOCC2)nc2ccccc2c1=O | 6 | -8% | 0% | 4% | 8% | 1 | -1.1% | -1% | 2% | 1% | -3%
Cc1cc(Oc2ccccc2)nc(N2CCOCC2)n1 | -10 | -14% | 0% | 0% | 2% | -1 | 0.0% | 0% | 2% | -3% | -4%
CC(=O)c1ccc(N2CCN(C(=O)Nc3cccc(F)c3)CC2)cc1 | 1 | 4% | 0% | -6% | 13% | 0 | 0.0% | 3% | 0% | 5% | -1%
Cc1cc(=O)oc(C)c1C(=O)NCC(C)C | -11 | 3% | 4% | 3% | 12% | -3 | -0.1% | 2% | 1% | -4% | -3%
CCCn1c(SCC(=O)N2CCCCC2)nc2c1c(=O)n(C)c(=O)n2C | 1 | -6% | 4% | 2% | -18% | 2 | -1.4% | 6% | 2% | x | 0%
CCOc1cc(CO)cc(Br)c1OCC(=O)Nc1ccccc1C | -15 | 11% | 1% | 0% | 16% | 1 | -0.2% | 5% | 1% | -1% | -2%
N#CCCN(C(=O)COC(=O)c1cccc(S(=O)(=O)Nc2ccc([N+](=O)[O-])cc2)c1)c1ccccc1 | -1 | u | -10% | 5% | 30% | 22 | -0.5% | 3% | -3% | 9% | -2%
CCCCCCCN1C/C=C\C(c2ccc(OC)cc2)N(Cc2ccc(F)cc2)C(=O)[C@H]1Cc1ccccc1 (stereo partly specified) | 8 | x | -12% | u | 37% | -1 | -0.4% | 3% | 2% | 4% | -4%
Cc1ccc(C)c(-c2csc(N)c2C(=O)OC(C)C)c1 | 14 | -6% | -6% | u | -17% | -3 | 0.2% | -1% | 2% | -7% | -2%
Cc1cc(NC(=O)NC(C)(C(F)(F)F)C(F)(F)F)no1 | 1 | x | -3% | 2% | 23% | -3 | -0.4% | -2% | 3% | 1% | -1%
CN1CCN(c2nc(-c3ccc(C(C)(C)C)cc3)nc3ccccc23)CC1 | -15 | u | -11% | -1% | -65%[inhibitor] | -4 | 0.8% | x | -1% | x | -6%
CCOC(=O)c1cccc(NC(=O)COc2ccc([N+](=O)[O-])cc2)c1 | -4 | x | -3% | u | 1% | -1 | -0.3% | -4% | -14% | 2% | -5%
O=C(NC1CCCC1)c1ncn[nH]1 | -5 | 9% | 5% | 3% | 0% | -3 | 0.1% | 1% | -2% | 0% | -5%
O=C(NCCNc1ccc([N+](=O)[O-])cc1)c1cccs1 | 9 | 17% | -3% | -4% | -3% | -1 | -0.9% | -3% | 0% | -4% | -1%
O=c1c2ccccc2nnn1COc1ccc(F)cc1Cl | 10 | -1% | -4% | u | 18% | 0 | -0.2% | -1% | -7% | -2% | -3%
c1ccc(-c2nn3c(Cn4nnc5ccccc54)nnc3s2)cc1 | -14 | 1% | -11% | -2% | -12% | -2 | -1.8% | 2% | -8% | -5% | -8%
COc1ccc(S(=O)(=O)Nc2ccc(NC(C)=O)cc2)cc1Cl | -20 | 15% | -3% | 3% | -15% | 5 | 0.0% | 0% | -1% | -5% | 2%
O=c1cnn(Cc2ccc(F)cc2)c2ccccc12 | -5 | -6% | 0% | 1% | 8% | 0 | -0.1% | 6% | 0% | x | -2%
Cc1c(C(C)C)c(=O)n(-c2ccc(S(=O)(=O)NC(C)C)cc2)n1C | 1 | -11% | -2% | 7% | -25% | 3 | 0.1% | 7% | -1% | -1% | 1%
Cn1c(=O)[nH]c(=O)c2c1nc(CN1CCN(c3ccc(F)cc3)CC1)n2CCN1CCOCC1 | -13 | x | 2% | -9% | u | 4 | -0.2% | 2% | -13% | -10% | -7%
CCOc1ccc(CCNC(=O)COC(=O)c2nn(C)c(=O)c3ccccc23)cc1OCC | -10 | x | -1% | 0% | -7% | x | 0.2% | x | 0% | x | 1%
CCCCn1c(SCC(=O)Nc2nnc(C(C)C)s2)nc2c1c(=O)n(C)c(=O)n2C | 2 | -7% | 0% | 14% | -11% | -1 | -0.2% | -4% | 0% | 1% | 0%
Cc1cc(NS(=O)(=O)c2ccc(NC(=S)NC(=O)c3cccc(S(=O)(=O)N(C)C)c3)cc2)no1 | -28 | -9% | -7% | 5% | 27% | 2 | 0.0% | 1% | -6% | -3% | -2%
